# Screening results deposited in PubChem BioAssay by National Center for Advancing Translational Sciences (NCATS).
# APE1 inh: inhibitors of human APE1 endonuclease; P27695; recombinant APE1, TAMRA/BHQ-2 abasic DNA cleavage fluorescence; Potency, µM (series often up to 65.8 µM), for inactives: at the top dose activity change, negative = inhibition, most hits filed as inhibitors; 350,000 tested, 0.35% active;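 note: plate controls were vehicle for no effect and reference inhibitor for full effect; nearly all actives have a fitted effect of over 55% in size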
# Target sequence (P27695 whole entry, looked up): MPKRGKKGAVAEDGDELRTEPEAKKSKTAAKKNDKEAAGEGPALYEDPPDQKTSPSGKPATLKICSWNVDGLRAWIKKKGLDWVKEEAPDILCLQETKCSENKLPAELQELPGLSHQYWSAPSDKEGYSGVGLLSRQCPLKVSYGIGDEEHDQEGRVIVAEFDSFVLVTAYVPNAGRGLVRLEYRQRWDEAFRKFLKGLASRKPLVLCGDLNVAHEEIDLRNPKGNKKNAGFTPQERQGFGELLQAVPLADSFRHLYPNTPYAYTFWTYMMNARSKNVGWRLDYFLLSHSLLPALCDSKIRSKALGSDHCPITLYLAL
#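 Endonuclease cleavage of a quenched abasic-site DNA duplex (50 nM) by APE1 (0.75 nM) was tracked by TAMRA dequenching. Compounds were preincubated with enzyme 15 min at room temperature; data normalized to buffer-only and DMSO wells plus NSC13755 control.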
# ALOX12 inh: blocks human arachidonate 12S-lipoxygenase; P18054; purified 12hLO, xylenol orange hydroperoxide absorbance; Potency, µM (highest dose often 108 µM), without a hit: at the top dose activity change, negative = inhibition, actives largely listed as inhibitors; 580,000 tested, 1.1% active; AID 1671190
# Target sequence (P18054 whole entry, looked up): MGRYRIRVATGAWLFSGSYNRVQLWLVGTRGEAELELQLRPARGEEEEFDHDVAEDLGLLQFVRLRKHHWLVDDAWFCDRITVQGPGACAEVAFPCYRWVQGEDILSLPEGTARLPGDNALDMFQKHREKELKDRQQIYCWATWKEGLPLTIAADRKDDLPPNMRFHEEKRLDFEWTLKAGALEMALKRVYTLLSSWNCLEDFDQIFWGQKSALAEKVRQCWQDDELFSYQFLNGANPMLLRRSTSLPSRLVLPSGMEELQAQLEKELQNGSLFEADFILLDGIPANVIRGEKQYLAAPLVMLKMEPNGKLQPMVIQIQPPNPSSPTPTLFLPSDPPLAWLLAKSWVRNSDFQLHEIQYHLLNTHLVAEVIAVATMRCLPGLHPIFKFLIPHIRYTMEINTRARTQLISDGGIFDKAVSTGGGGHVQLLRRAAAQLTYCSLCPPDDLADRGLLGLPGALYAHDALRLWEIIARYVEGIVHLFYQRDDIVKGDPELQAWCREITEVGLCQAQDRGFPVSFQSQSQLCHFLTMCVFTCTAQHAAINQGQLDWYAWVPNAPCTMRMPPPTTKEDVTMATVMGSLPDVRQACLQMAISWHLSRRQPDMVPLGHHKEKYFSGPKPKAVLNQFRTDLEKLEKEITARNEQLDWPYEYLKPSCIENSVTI
#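 Purified human 12hLO at 150 nM in 25 mM Hepes, 0.01% Triton X-100, pH 7.0, preincubated 15 min at room temperature with compound. Reaction started with 40 uM arachidonic acid, 30 min at room temperature. Hydroperoxide measured by Fe-xylenol orange, 573/405 nm absorbance ratio.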
# Pol kappa inh: blocks human DNA polymerase kappa activity | AID 588579 | Q9UBT6 | Potency, µM (series often up to 107 µM), for the others: at the highest dose activity, negative = inhibition, most hits filed as inhibitors | purified Pol kappa, fluorescent DNA synthesis assay, 10 min | 400,000 tested, 0.53% active
#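 50 nM final substrate added after 15 min RT preincubation of 10 nM Pol kappa with compound; fluorescence read at 0 and 10 min.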
# * = called active by the depositor; u = inconclusive; [ ] = dose if it differs, or a comment. Calls come from the whole dose curve; as a rule, active = well fitted curve in the direction sought with a large enough effect; inconclusive = small, poorly fitted or top-dose-only effect, or another doubt; inactive = no such curve, though single readings can be large; an effect the other way counts as inactive or inconclusive. Unless noted, % is set by controls: 0 for no effect and ±100 for the full control effect; potency is the fitted concentration of half-maximal effect. These rows are one share of the data; the hit share may differ from the screen's.
SMILES,APE1 inh,ALOX12 inh,Pol kappa inh
CCNc1ncc2nc(-c3cccs3)c(=O)n(Cc3cccc(OC)c3)c2n1,-4%,u,-7%[60.1 µM]
O=C(c1ccco1)N1CCC2(CC1)CCN(c1ccccc1)CC2,3%,u,-6%[60.1 µM]
CN(C)C(=O)c1ccc(-c2cncnc2NCc2cccnc2)cc1,-5%,-8%,-2%[60.1 µM]
Cn1cccc1C(=O)N1CCC[C@@]2(CCN(c3ncccn3)C2)C1,3%,3%[57.4 µM],-8%[60.1 µM]
Cc1noc(C)c1C(=O)N1CCC2(CC1)CCN(c1ccccn1)CC2,4%,-9%[57.4 µM],-9%[60.1 µM]
Cn1cccc1C(=O)N1CCC[C@@]2(CCN(Cc3ccccc3)C2)C1,3%,19%[57.4 µM],-4%[60.1 µM]
CN1CCN(c2ncc3nc(-c4cn(C)c5ccccc45)c(=O)n(C)c3n2)CC1,-8%,u,-10%[60.1 µM]
COc1ccc(-n2c(=O)c(-c3ccc(Cl)cc3)nc3cnc(N(C)C)nc32)cc1,-3%,11µM*,-6%[60.1 µM]
O=c1c(-c2cc(F)cc(F)c2)nc2cnc(N3CCOCC3)nc2n1C[C@H]1CCCO1,3%,47%,-1%[60.1 µM]
CN1CCN(c2ncc3nc(-c4cccc(C#N)c4)c(=O)n(CCC#N)c3n2)CC1,-1%,u,-7%[60.1 µM]
CS(=O)(=O)Nc1cccc(-c2nc(NC3CC3)c3ccccc3n2)c1,-2%,u,1%[60.1 µM]
O=c1c(-c2ccc(Cl)cc2)nc2cnc(N3CCOCC3)nc2n1Cc1ccc(F)cc1,-1%,u,3%[60.1 µM]
O=S(=O)(c1ccccc1)N1CCC2(CCN(c3ncccn3)CC2)CC1,1%,8%[57.4 µM],-4%[60.1 µM]
COCC(=O)N1CCC[C@@]2(CCN(C(=O)Nc3cccc(C#N)c3)C2)C1,0%,-16%[57.4 µM],-18%[60.1 µM]
c1ccc(-c2cccc(N3CC[C@@]4(CCCNC4)C3)c2)cc1,-2%,u,2%[60.1 µM]
COc1cccc(Cn2c(=O)c(C)nc3cnc(OCc4ccccc4)nc32)c1,19%,0%,2%[60.1 µM]
COc1cccc(Nc2ncc3ncc(=O)n(Cc4cccs4)c3n2)c1,-4%,88%[activator],1%[60.1 µM]
O=C(Oc1ccccc1)N1CCC[C@@]2(CCN(c3ncccn3)C2)C1,u,-19%[57.4 µM],0%[60.1 µM]
O=C(c1cnccn1)N1CCC2(CCCN(c3ncccn3)C2)CC1,22%,-1%[57.4 µM],-8%[60.1 µM]
C[C@@H]1CCN=C(N)S1,-11%,0%,u
O=c1c(-c2cc(F)cc(F)c2)nc2cncnc2n1Cc1ccc(F)cc1,2%,0%,-11%[60.1 µM]
COc1ccc(Oc2ncc3nc(C)c(=O)n(CCC#N)c3n2)cc1,2%,u,-3%[60.1 µM]
COc1ccccc1CN1CCCC2(CCNCC2)C1,20%,13%[57.4 µM],-2%[60.1 µM]
CN1CCN(c2ncnc3ccc(-c4ccc5c(c4)OCO5)cc23)CC1,0%,u,-6%[60.1 µM]
CN1CCN(c2ncc3nc(-c4cn(C)c5ccccc45)c(=O)n(CCc4ccccc4)c3n2)CC1,0%,u,-3%[60.1 µM]

# The closing 3 compounds of the part above lead into the next:
SMILES,APE1 inh,ALOX12 inh,Pol kappa inh
COc1ccccc1CN1CCCC2(CCNCC2)C1,20%,13%[57.4 µM],-2%[60.1 µM]
CN1CCN(c2ncnc3ccc(-c4ccc5c(c4)OCO5)cc23)CC1,0%,u,-6%[60.1 µM]
CN1CCN(c2ncc3nc(-c4cn(C)c5ccccc45)c(=O)n(CCc4ccccc4)c3n2)CC1,0%,u,-3%[60.1 µM]
O=C(c1cnccn1)N1CCC[C@@]2(CCN(Cc3ccccc3)C2)C1,20%,-2%[57.4 µM],-2%[60.1 µM]
COc1ccc(NC(=O)N2CCCC3(CCN(C(=O)c4cccn4C)CC3)C2)cc1,-1%,-1%[57.4 µM],17%[60.1 µM]
N#CCCn1c(=O)c(-c2cccs2)nc2cnc(Oc3ccccc3)nc21,3%,79%[activator],0%[60.1 µM]
N#CCCn1c(=O)c(-c2ccc(F)cc2)nc2cnc(OCc3ccccc3)nc21,-2%,0%,6%[60.1 µM]
Cc1noc(C)c1-c1ccc2ncnc(N3CCC(C(=O)O)CC3)c2c1,-2%,-25%,2%[60.1 µM]
O=c1cnc2cncnc2n1Cc1ccccc1Cl,-3%,u,0%[60.1 µM]
O=c1c(-c2ccccc2)nc2cnc(N3CCOCC3)nc2n1-c1ccccc1,1%,212%[activator],0%[60.1 µM]
CN1CCN(c2ncncc2-c2ccc(N(C)C)cc2)CC1,-3%,-6%,-6%[60.1 µM]
Cc1nc2cnc(Oc3ccccc3)nc2n(C)c1=O,1%,0%,6%[60.1 µM]
COc1ccc(NC(=O)N2CCC3(CC2)CCN(C(=O)c2cnccn2)CC3)cc1,-2%,-29%[57.4 µM],-3%[60.1 µM]
CC(C)NC(=O)N1CC[C@@]2(CCCN(C(=O)c3ccncc3)C2)C1,1%,-6%[57.4 µM],1%[60.1 µM]
COc1cccc(Cn2c(=O)c(-c3ccc(F)cc3)nc3cnc(N(C)C)nc32)c1,-3%,u,0%[60.1 µM]
COc1cccc(Cn2c(=O)c(-c3cccs3)nc3cncnc32)c1,2%,34%,-4%[60.1 µM]
O=C(c1cc(C(F)(F)F)cc(C(F)(F)F)c1)N1CCC[C@@]2(CCN(Cc3ccncc3)C2)C1,8%,-10%[57.4 µM],-4%[60.1 µM]
COc1ccccc1-c1nc(NCc2cccs2)c2ccccc2n1,u,u,-1%[60.1 µM]
O=C(Nc1ccccc1)N1CC[C@@]2(CCCN(C(=O)c3ccncc3)C2)C1,3%,13%[57.4 µM],6%[60.1 µM]
COc1ccc2[nH]cc(CCNc3ncncc3-c3cccc(NS(C)(=O)=O)c3)c2c1,22%,u,6%[60.1 µM]
N#Cc1ccc(CN2CC3(CCN(C(=O)c4cc(C(F)(F)F)cc(C(F)(F)F)c4)CC3)C2)cc1,5%,6%[57.4 µM],-5%[60.1 µM]
O=c1c(CCc2ccccc2)nc2cnc(N3CCOCC3)nc2n1C1CC1,-3%,0%,0%[60.1 µM]
c1ccc(CNc2ccnc(-c3cccnc3)n2)cc1,-6%,u,-6%[60.1 µM]
O=C(Nc1ccccc1)N1CCC2(CC1)CCN(C(=O)c1csnn1)CC2,5%,3%[57.4 µM],-14%[60.1 µM]
COc1ccccc1CNc1nc(-c2ccccc2OC)nc2ccccc12,15%,19%,-1%[60.1 µM]
O=C(c1cnccn1)N1CCC2(CCCN(c3ccc(-c4ccccc4)cc3)C2)CC1,-2%,-16%[57.4 µM],-2%[60.1 µM]
COCCn1c(=O)c(-c2cccc(C#N)c2)nc2cnc(OCc3ccccc3)nc21,7%,-3%,4%[60.1 µM]
Cc1noc(C)c1-c1nccc(NCCN2CCOCC2)n1,u,32µM*,-1%[60.1 µM]

# Additional results follow.
SMILES,APE1 inh,ALOX12 inh,Pol kappa inh
O=C(c1cccc(F)c1)N1CCC2(CC1)CN(c1cccc(-c3ccccc3)c1)C2,8%,-4%[57.4 µM],-16%[60.1 µM]
O=S(=O)(c1ccccc1)N1CCC2(CCCN(c3ccccc3)C2)CC1,-2%,0%[57.4 µM],9%[60.1 µM]
COc1cccc(Cn2c(=O)c(-c3ccc(Cl)cc3)nc3cncnc32)c1,u,0%,-1%[60.1 µM]
COc1ccc(C(=O)N2CCC3(CCCN(Cc4ccc(C#N)cc4)C3)CC2)cc1,3%,-4%[57.4 µM],-10%[60.1 µM]
O=C(c1ccncc1)N1CCC2(CCN(Cc3ccccc3)CC2)CC1,-1%,-6%[57.4 µM],-5%[60.1 µM]
COc1cccc(Cn2c(=O)c(C)nc3cnc(N4CCOCC4)nc32)c1,15%,367%[activator],-1%[60.1 µM]
CCNc1ncc2nc(-c3ccc(OC)cc3)c(=O)n(CCOC)c2n1,3%,19%,-2%[60.1 µM]
COc1ccc(Oc2ncc3nc(C)c(=O)n(-c4ccc(OC)cc4)c3n2)cc1,-2%,0%,0%[60.1 µM]
COCC(=O)N1CCC2(CC1)CN(c1ccc(-c3ccccc3)cc1)C2,15%,5%[57.4 µM],0%[60.1 µM]
COc1ccc(C(=O)N2CCC3(CCCN(c4cccc(-c5ccccc5)c4)C3)CC2)cc1,-4%,8%[57.4 µM],-9%[60.1 µM]
N#CCCn1c(=O)c(-c2cc(F)cc(F)c2)nc2cnc(OCc3ccccc3)nc21,3%,53%[activator],-18%[60.1 µM]
O=C(Oc1ccccc1)N1CCC2(CC1)CN(c1ccccc1)C2,0%,-8%[57.4 µM],8%[60.1 µM]
COc1ccc(-n2c(=O)c(CCc3ccccc3)nc3cncnc32)cc1,24%,u,-5%[60.1 µM]
COc1ccccc1CN1CCC2(CC1)CCN(S(C)(=O)=O)CC2,6%,0%[57.4 µM],-3%[60.1 µM]
FC(F)(F)c1ccccc1-c1nccc(NCc2cccs2)n1,u,u,-5%[60.1 µM]
COc1cccc(Cn2c(=O)cnc3cnc(Oc4ccccc4)nc32)c1,-2%,-4%,-7%[60.1 µM]
CC(=O)N1CCC2(CCN(Cc3nccs3)CC2)CC1,1%,-1%[57.4 µM],0%[60.1 µM]
COc1ccc(Oc2ncc3nc(-c4cn(C)c5ccccc45)c(=O)n(C4CC4)c3n2)cc1,-5%,62%[activator],-1%[60.1 µM]
COc1ccc(C(=O)N2CCC3(CCN(Cc4nccs4)CC3)CC2)cc1,-1%,-11%[57.4 µM],-2%[60.1 µM]
O=C(c1ccncc1)N1CCC2(CC1)CCN(c1ccccc1)CC2,3%,-1%[57.4 µM],-2%[60.1 µM]
CCNc1ncc2ncc(=O)n(C)c2n1,12%,0%,-2%[60.1 µM]
O=C(c1ccncc1)N1CCC2(CC1)CN(c1ccncc1)C2,8%,u,-4%[60.1 µM]
CO[C@]1(C2=NCCN2)COc2ccccc2O1,-9%,0%,-4%[19.4 µM]
COC(=O)N1CCC2(CCN(C(=O)Nc3ccccc3)CC2)CC1,-5%,-9%[57.4 µM],-4%[60.1 µM]
Cc1nc2cnc(Oc3ccccc3)nc2n(CCC#N)c1=O,1%,-15%,7%[60.1 µM]

# Additional results:
SMILES,APE1 inh,ALOX12 inh,Pol kappa inh
O=c1c(-c2ccc(F)cc2)nc2cnc(Nc3ccccc3)nc2n1C1CC1,-4%,0%,1%[60.1 µM]
CN(Cc1ccco1)c1cc(-c2cccc(C#N)c2)ncn1,3%,u,0%[60.1 µM]
COc1ccc(C(=O)N2CCC3(CCN(Cc4ccccc4)CC3)CC2)cc1,0%,-2%[57.4 µM],0%[60.1 µM]
O=C(c1csnn1)N1CCC2(CCCN(c3cccc(-c4ccccc4)c3)C2)CC1,-3%,-5%[57.4 µM],-4%[60.1 µM]
Cc1noc(C)c1-c1cc(N(C)Cc2ccco2)ncn1,0%,u,-11%[60.1 µM]
O=c1c(-c2ccc(F)cc2)nc2cnc(Oc3cccc(Cl)c3)nc2n1C1CC1,-7%,0%,-1%[60.1 µM]
COc1cccc(Cn2c(=O)c(-c3cn(C)c4ccccc34)nc3cnc(N4CCNCC4)nc32)c1,-2%,u,u
CN(C)C(=O)c1ccc(-c2cncnc2N2CCNCC2)cc1,14%,u,6%[60.1 µM]
Cc1noc(C)c1C(=O)N1CCC[C@@]2(CCN(C(=O)Nc3ccccc3)C2)C1,7%,u,18%[60.1 µM]
COc1ncc2nc(-c3cccs3)c(=O)n(-c3ccccc3)c2n1,-2%,0%,-1%[60.1 µM]
Cc1nc2cnc(OCc3ccccc3)nc2n(CCc2ccccc2)c1=O,-6%,0%,11%[60.1 µM]
COc1cccc(Cn2c(=O)c(-c3ccccc3)nc3cnc(N4CCN(C)CC4)nc32)c1,10%,u,1%[60.1 µM]
Cc1noc(C)c1C(=O)N1CCC2(CCCN(C(=O)NC(C)C)C2)CC1,-7%,-8%[57.4 µM],-1%[60.1 µM]
COc1ncc2nc(C)c(=O)n(-c3ccccc3)c2n1,-3%,u,0%[60.1 µM]
COc1ncc2nc(-c3cc(F)cc(F)c3)c(=O)n(C3CC3)c2n1,-4%,176%[activator],-2%[60.1 µM]
CN1CCN(c2ncc3nc(-c4ccc(Cl)cc4)c(=O)n(-c4ccccc4)c3n2)CC1,13%,u,5%[60.1 µM]

# One compound at a time, from the list above:
# COc1cccc(Cn2c(=O)c(-c3ccc(F)cc3)nc3cnc(N(C)C)nc32)c1 across the screens: APE1 inh = -3%; ALOX12 inh = u; Pol kappa inh = 0%[60.1 µM]
# O=C(c1ccncc1)N1CCC2(CC1)CN(c1ccncc1)C2 across the screens: APE1 inh = 8%; ALOX12 inh = u; Pol kappa inh = -4%[60.1 µM]
